# Bioassay records deposited in PubChem BioAssay by The Scripps Research Institute Molecular Screening Center.
# GPR151 activ: human GPR151 activation; Q8TDV0; PathHunter beta-arrestin GPR151 cells, luminescence; activation, % at 11.2 µM; 650,000 tested, 1% active; in the data active means activation above about 4.9%;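 further: 0% = median of compound wells and 100% = cells with positive control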
# Target sequence (Q8TDV0 whole entry, looked up): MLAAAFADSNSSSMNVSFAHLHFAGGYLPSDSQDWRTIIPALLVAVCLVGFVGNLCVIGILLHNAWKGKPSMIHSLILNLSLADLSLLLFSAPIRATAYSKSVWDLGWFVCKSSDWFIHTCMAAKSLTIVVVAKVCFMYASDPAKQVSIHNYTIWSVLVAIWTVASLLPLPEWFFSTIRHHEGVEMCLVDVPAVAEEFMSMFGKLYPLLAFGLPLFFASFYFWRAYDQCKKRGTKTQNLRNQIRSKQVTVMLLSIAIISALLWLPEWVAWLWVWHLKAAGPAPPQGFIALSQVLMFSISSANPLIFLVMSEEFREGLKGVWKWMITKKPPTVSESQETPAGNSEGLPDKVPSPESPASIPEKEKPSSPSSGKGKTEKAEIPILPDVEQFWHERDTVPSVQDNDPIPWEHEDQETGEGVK
# FBW7 activator: human FBW7 E3 ligase activation, primary screen. Q969H0. AID 1259310. 650,000 tested, 0.13% active. AlphaScreen FBW7–phospho-cyclin E peptide binding, activator screen. normalized activity (activation), % at 26.1 µM; in the data active means normalized activity above about 1.9%;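 further: purified mutant Fbw7 with reduced substrate affinity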
# Target sequence (Q969H0 whole entry, looked up): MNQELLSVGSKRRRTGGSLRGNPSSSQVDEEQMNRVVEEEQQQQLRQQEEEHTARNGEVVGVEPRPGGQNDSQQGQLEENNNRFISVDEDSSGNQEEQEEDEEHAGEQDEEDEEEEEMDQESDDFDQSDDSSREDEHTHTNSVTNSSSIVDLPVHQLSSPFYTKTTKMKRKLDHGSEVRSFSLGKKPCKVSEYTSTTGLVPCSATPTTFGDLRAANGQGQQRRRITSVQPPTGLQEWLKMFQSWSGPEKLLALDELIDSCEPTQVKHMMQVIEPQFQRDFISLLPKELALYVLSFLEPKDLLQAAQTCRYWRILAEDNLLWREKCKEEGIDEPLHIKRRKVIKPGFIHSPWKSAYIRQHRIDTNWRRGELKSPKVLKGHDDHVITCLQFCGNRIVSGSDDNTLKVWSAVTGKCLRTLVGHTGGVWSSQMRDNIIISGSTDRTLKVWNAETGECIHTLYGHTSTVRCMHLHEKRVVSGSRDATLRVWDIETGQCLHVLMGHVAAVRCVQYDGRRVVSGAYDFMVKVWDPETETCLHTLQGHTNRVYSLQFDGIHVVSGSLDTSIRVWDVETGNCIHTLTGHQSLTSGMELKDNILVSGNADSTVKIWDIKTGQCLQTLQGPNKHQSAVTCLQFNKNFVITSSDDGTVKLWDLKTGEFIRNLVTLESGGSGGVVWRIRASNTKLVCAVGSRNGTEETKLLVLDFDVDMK
# MITF primary: human MITF inhibition, primary screen. O75030. AlphaScreen MITF homodimerization, bead proximity signal. inhibition, % at 2.6 µM. 650,000 tested, 0.91% active. AID 1259374; in the data active means inhibition above about 50%;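 further: 0% = vehicle wells with protein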
# TEAD-YAP inh: TEAD-YAP interaction inhibition | inhibition, % at 9.12 µM | HEK-TIYL cells, TEAD-Gal4/YAP UAS-luciferase luminescence | 640,000 tested, 1.4% active | AID 1259422; in the data active means inhibition above about 32%;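 further: 0% = median of test compound wells and 100% = reference inhibitor wells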
# * = called active by the depositor. Compounds as they come. About 3.5% of those tested had a hit in this group.
# Values run as follows: FBW7 activator	TEAD-YAP inh	MITF primary	GPR151 activ
- COC(=O)c1ccc(-c2csc(NC(=O)c3ccc(S(=O)(=O)N4CCOCC4)cc3)n2)cc1
 : 1.5	-5	21	0.2
- COc1ccc(C(=O)O)cc1N1C(=O)C2C3CCC(C3)C2C1=O (stereo unspecified)
 : 0.5	3	9	2.1
- COc1ccccc1-c1nnc(C2CCN(S(=O)(=O)c3ccccc3[N+](=O)[O-])CC2)o1
 : 0.3	13	5	0.0
- O=C1CCC/C(=N\NC(=O)C2COc3ccccc3O2)C1 (stereo unspecified)
 : -0.2	8	9	0.0
- CCn1c(SCC(=O)Nc2ccc(C(C)=O)cc2)nnc1-c1c[nH]c2ccccc12
 : -0.1	4	-3	-0.2
- CCCn1c(SCC(=O)N2CCCC2)nnc1-c1cccnc1
 : -0.1	3	4	-0.6
- COc1ccccc1NC(=O)c1cc2c(n(-c3ccccc3)c1=O)CC(C)(C)CC2=O
 : -0.2	-7	-14	1.0
- CCOc1cc(C2NC(=O)NC(C)=C2C(C)=O)ccc1OC (stereo unspecified)
 : -0.1	6	5	-0.8
- CCOC(=O)C(NC(=O)CC)(Nc1ccc(Cl)c(Cl)c1)C(F)(F)F (stereo unspecified)
 : -0.1	-15	-6	-1.6
- COc1cccc(-n2c(CNC(=O)C3CCCCCN3C)nnc2SCCN(C)C)c1 (stereo unspecified)
 : 0.5	0	19	-0.6
- O=S(=O)(c1cccs1)N1CCc2nc(-c3ccccn3)nc(N3CCCC3)c2C1
 : -0.6	1	-1	0.2
- COc1ccc(NC(=O)CSc2nc3c(c(=O)n2-c2cc(OC)ccc2OC)SCC3)cc1
 : -0.2	5	-6	1.0
- O=C(CCCCCNC(=S)Nc1ccccc1)C[N+](=O)[O-]
 : -0.1	-1	-7	-0.3
- COc1cc(C2C(C#N)=C(N)Oc3n[nH]c(-c4cc(OC)c(OC)c(OC)c4)c32)cc(OC)c1O (stereo unspecified)
 : 0.7	1	-3	-1.1
- COc1ccc(-c2cc(NC3CCN(Cc4ccccc4)CC3)ncn2)cc1
 : 0.0	1	2	1.0
- CCOC(=O)c1nnn(-c2nonc2N)c1C
 : 0.1	12	4	-1.3
- CC(C)C(=O)Nc1c2c(nn1-c1ccc(F)cc1)CS(=O)(=O)C2
 : 0.1	-12	-4	1.2
- COc1ccc(S(=O)(=O)N2c3ccc(Br)cc3C(C)=CC2(C)C)cc1
 : -0.1	55*	6	-0.1
- CCN(CC)C(=O)c1sc2nc(-c3ccco3)c3c(c2c1N)CCCC3
 : -1.2	-3	11	-0.5
- COc1cccc(Nc2cc(NCCO)c([N+](=O)[O-])c3nonc23)c1
 : -0.2	10	1	0.1

# Arranged by SMILES length (lowest first): 3 of the compounds above.
# Values run as follows: FBW7 activator	TEAD-YAP inh	MITF primary	GPR151 activ
- CCOC(=O)c1nnn(-c2nonc2N)c1C
 : 0.1	12	4	-1.3
- O=C(CCCCCNC(=S)Nc1ccccc1)C[N+](=O)[O-]
 : -0.1	-1	-7	-0.3
- COc1ccc(-c2cc(NC3CCN(Cc4ccccc4)CC3)ncn2)cc1
 : 0.0	1	2	1.0

# Quoted from the results shown for reference:
# Values run as follows: FBW7 activator	TEAD-YAP inh	MITF primary	GPR151 activ
- COC(=O)c1ccc(-c2csc(NC(=O)c3ccc(S(=O)(=O)N4CCOCC4)cc3)n2)cc1
 : 1.5	-5	21	0.2
- COc1ccc(C(=O)O)cc1N1C(=O)C2C3CCC(C3)C2C1=O (stereo unspecified)
 : 0.5	3	9	2.1
- COc1ccccc1-c1nnc(C2CCN(S(=O)(=O)c3ccccc3[N+](=O)[O-])CC2)o1
 : 0.3	13	5	0.0
- O=C1CCC/C(=N\NC(=O)C2COc3ccccc3O2)C1 (stereo unspecified)
 : -0.2	8	9	0.0

# More entries:
# Values run as follows: FBW7 activator	TEAD-YAP inh	MITF primary	GPR151 activ
- CNC(=O)NC(=O)Cn1cnc2sc(-c3ccccc3)cc2c1=O
 : 0.7	14	9	-0.3
- CC(C)(C)c1ccc(C2=N/C(=C/c3ccc([N+](=O)[O-])cc3)C(=O)O2)cc1
 : 0.1	-3	17	-1.4
- COc1ccc(OC)c(C2Nc3ccc(C(=O)O)cc3NC3=C2C(=O)CC(C)(C)C3)c1 (stereo unspecified)
 : -0.1	4	-4	0.7
- O=C(NCc1ccc(F)cc1)N1CCC(c2nnc(-c3ccc(F)cc3)o2)CC1
 : -0.2	7	2	1.7
- COc1ccc(-c2[nH]nc(-c3ccccc3)c2-c2ncc[nH]2)cc1
 : 0.0	-6	-1	3.5
- COC1OC(COC(=O)c2ccc(C)cc2)CC1O (stereo unspecified)
 : 0.0	-6	-9	0.2
- CS(=O)(=O)Nc1ccc(C(=O)Nc2ccccc2C(=O)NC2CCCCC2)cc1
 : 0.0	4	4	1.0
- Cc1cc(C)cc(NC(=O)c2cnccn2)c1
 : -0.3	3	-9	-2.2
- CN(C(=O)CN1C(=O)c2ccccc2S1(=O)=O)C1CCCCC1
 : -0.1	-2	6	2.7
- COc1cc(C2C(C(=O)OC(C)C)=C(C)NC3=C2C(=O)CCC3)c([N+](=O)[O-])cc1OC (stereo unspecified)
 : 0.0	10	-3	0.4
- O=C(Nc1nc(-c2cc(Cl)sc2Cl)cs1)c1cc(=O)c2ccccc2o1
 : 0.8	9	-2	-0.3
- O=C(Nc1ccccc1C(F)(F)F)c1c(F)cccc1Cl
 : -0.1	3	8	-1.4
- N#CC(C#N)=Cc1cccn1-c1ccc(S(N)(=O)=O)cc1
 : -0.2	2	-2	1.6
- O=C(COc1ccc2ccccc2c1)NNC(=O)c1cccc(Br)c1
 : 0.1	12	15	0.3
- CCN(CC)CCOC(=O)Cc1ccc(OC)cc1
 : -0.1	1	14	-0.2
- CC(C)C(=O)N1c2ccccc2NC2=C(C(=O)CC(C)(C)C2)C1c1cccc([N+](=O)[O-])c1 (stereo unspecified)
 : -0.3	-9	-1	0.7
- CCCN(CCC)c1c(N2CCN(C(=O)OCC)CC2)c(=O)c1=O
 : -0.1	-1	1	-0.1
- COc1ccc(CNC(=O)/C=C/c2ccccc2)cc1
 : 0.2	-16	0	-0.6
- CCOC(=O)C1(Cc2ccc(OC)cc2)CCN(C(=O)c2ccsc2)CC1
 : 0.1	-18	12	0.7
- COc1ccc(NC(=O)CS(=O)CC(=O)N2CCN(c3ccc(OC)cc3)CC2)cc1 (stereo unspecified)
 : 0.0	9	12	-0.3

# (more compounds)
# Values run as follows: FBW7 activator	TEAD-YAP inh	MITF primary	GPR151 activ
- CCCC(=O)N1c2ccccc2NC2=C(C(=O)CCC2)C1c1ccccc1 (stereo unspecified)
 : 0.0	-1	2	0.3
- CCCCOc1c([N+](=O)[O-])cc([N+](=O)[O-])c2nsnc12
 : -0.1	0	18	-5.4
- O=C(CC(=O)c1ccc([N+](=O)[O-])cc1)Nc1ccc2c(c1)OCO2
 : 0.0	-10	20	0.0
- Cc1cccc(C(C)NNC(=O)C(O)(c2cccc(C)c2)c2cccc(C)c2)c1 (stereo unspecified)
 : -0.2	5	5	-0.7
- COc1cccc(C(=O)NNC(=O)Nc2cccc(Cl)c2)c1
 : 0.1	3	13	0.5
- Cc1ccc(CSCC(=O)NN=C2CCN(C)CC2)cc1
 : -0.1	-1	-9	3.1
- CCOC(=O)C1=C(O)/C(=C/c2ccc(O)c(OCC)c2)SC1=Nc1ccc([N+](=O)[O-])cc1
 : -0.1	-4	10	-1.1
- COc1ccc(C2C(C(C)=O)=C(O)C(=O)N2CC#N)c(OC)c1 (stereo unspecified)
 : -0.3	-8	4	-0.6
- O=C(COc1ccc(Cl)cc1)OCC(=O)N1CCOCC1
 : 0.0	3	-7	-1.4
- N#CCCn1cc(C(=O)NCc2ccccc2)c(-c2cc3ccccc3o2)n1
 : -0.6	-5	11	-0.8
- C=CCN1C(=O)S/C(=C/c2ccc(Cl)c([N+](=O)[O-])c2)C1=O
 : 0.3	4	10	-1.0
- O=S(=O)(Nc1ccc(O)cc1)c1ccc(F)cc1
 : 1.2	-11	15	1.5
- O=C(c1ccc(F)cc1)N1CCN(C(=O)c2ccco2)CC1
 : 0.2	-2	13	-0.7
- COc1ccc(/C=N/NC(=O)Cc2ccccc2)cc1Cl
 : -0.1	-30	-11	-0.7
- CCOC(=O)C1=C(C)N=c2s/c(=C/c3ccc4c(c3)OCO4)c(=O)n2C1c1ccc(OC(C)=O)cc1 (stereo unspecified)
 : -0.1	-11	3	0.5
- Cc1c(NC(=O)COc2ccc(C3CCCCC3)cc2)cccc1-c1nc2ncccc2o1
 : 0.0	-2	-4	-1.1
- CCN(CC)CCN1C(=O)C(O)=C(C(=O)/C=C/c2ccccc2)C1c1cccc([N+](=O)[O-])c1 (stereo unspecified)
 : 0.0	4	11	0.3
- CCOC(=O)c1cc2nc(-c3ccc(Cl)c(Cl)c3)cc(C(F)(F)F)n2n1
 : 0.0	-1	3	-0.2
- c1ccc(-c2nc3cccnc3nc2N2CCOCC2)cc1
 : -0.1	-3	-15	-0.6
- Cc1onc(-c2c(F)cccc2Cl)c1C(=O)Nc1nnc(C(F)(F)F)s1
 : 0.4	16	11	-0.2

# (list continues)
# Values run as follows: FBW7 activator	TEAD-YAP inh	MITF primary	GPR151 activ
- Cc1cc(C)cc(NC(=O)Nc2ccccc2-c2cnn(C)c2)c1
 : 0.7	-27	7	0.7
- CCOc1cc(C=O)ccc1OCC#N
 : 0.1	-1	10	0.1
- COC(=O)c1ccc(/C=C2\N=C(c3ccccc3Br)OC2=O)cc1
 : 0.0	-5	3	0.2
- O=C(Nc1cccc(Cl)c1)c1ccc(F)c(S(=O)(=O)NCc2ccco2)c1
 : 0.1	0	1	-0.8
- Clc1ccc(C2C=C(c3cccc(Br)c3)Nc3nnnn32)cc1 (stereo unspecified)
 : 0.5	13	23	-0.4
- O=C(CN(c1ccc([N+](=O)[O-])cc1)S(=O)(=O)c1ccccc1)N1CCOCC1
 : -0.1	-6	5	-1.5
- COC(=O)C(C)Oc1ccc2c(=O)c(-c3ccc(Cl)cc3)c(C(F)(F)F)oc2c1 (stereo unspecified)
 : 0.0	-7	3	1.8
- Oc1csc(Cc2nc(-c3ccccc3F)cs2)n1
 : -0.1	-37	3	-11
- COc1ccc(C/C(=N/N=C(N)N)c2ccc(OC)cc2)cc1
 : 0.4	-37	-11	2.3
- N/C(=N\OS(=O)(=O)c1ccc2ccccc2c1)c1cccnc1
 : 0.0	-4	2	-0.7
- CCCN(CCC)C(=O)CSc1nc2nc(C)c(Cc3ccccc3F)c(C)n2n1
 : 0.1	6	7	-1.8
- O=C1c2cc3ccccc3c(-c3ccccc3)c2C(=O)N1c1ccccn1
 : 0.1	7	10	0.0
- Cc1ccc(CN(C(=O)c2ccc(F)cc2)C2CC(C)(C)NC(C)(C)C2)o1
 : 0.0	3	17	0.4
- Cc1cccc(NC(=O)/C(C#N)=C/c2cccc([N+](=O)[O-])c2)n1
 : -0.1	-4	-8	1.6
- COCCCn1nnnc1SCC(=O)Nc1cccc(C(C)=O)c1
 : 0.3	15	15	-0.4
- CCN(CC)c1nc2c(c(=O)n(C)c(=O)n2C)n1CC(=O)c1ccc(Br)cc1
 : 0.0	-1	4	-0.2
- Cn1c(=O)n(CC(=O)Nc2ccc(F)cc2)c2ccccc21
 : -0.1	-12	-10	1.9
- O=C(COC(=O)c1cc[n+]([O-])cc1)Nc1ccc(Cl)cc1Cl
 : 0.6	6	9	-2.0
- O=C(c1ccccc1)c1nc2ccccc2[nH]c1=O
 : 0.2	7	10	1.1
- C/C(=N/NC(=O)c1sc(NS(=O)(=O)c2ccc(C)cc2)nc1C)c1ccc(F)cc1
 : 0.1	3	-9	0.4

# Additional compounds
# Values run as follows: FBW7 activator	TEAD-YAP inh	MITF primary	GPR151 activ
- O=C(Nc1c(Cl)cccc1Cl)C1(c2ccccc2)CCOCC1
 : 0.0	-7	15	1.6
- CCOC(=O)CCN(Cc1c(Cl)cccc1Cl)S(=O)(=O)c1ccc([N+](=O)[O-])cc1
 : -0.2	-9	14	0.2
- COC(=O)c1ccc(CN2CCC3(CC2)CC3C(=O)NCc2cccnc2)cc1 (stereo unspecified)
 : -0.1	2	-17	-0.8
- CCOC(=O)C1CCN(C(=O)c2c(-c3ccccc3Cl)noc2C)CC1
 : 0.9	0	7	-0.1
- CCCNc1ncnc2c1nc(-c1ccccc1)n2C(C)C
 : 0.3	5	12	2.5
- Cc1ccc(CNC(=O)c2cnn3c(C(F)(F)F)cc(-c4cccs4)nc23)cc1
 : -0.1	-1	-5	-0.2
- C/C(CC(=O)N(C(C)C)C(C)C)=N\NC(=O)c1cccc2ccccc12
 : 0.1	25	15	0.3
- Cc1ccc(C(=O)N2CCCC2)cc1Cl
 : 0.0	-1	-2	1.7
- Cc1ccc(C2NC(=O)c3ccccc3N2)s1 (stereo unspecified)
 : -0.1	26	-3	-0.7
- COc1ccc(-c2csc(NC(C)=O)c2C(=O)O)cc1
 : 0.1	-6	-4	0.2
- Cc1ccccc1OCC(O)Cn1ccnc1C (stereo unspecified)
 : 0.1	13	7	-0.9
- Cc1ccc(N2C(=O)CC(N3CCN(C45CC6CC(CC(C6)C4)C5)CC3)C2=O)c(C)c1 (stereo unspecified)
 : 0.0	-12	0	-0.1
- O=S(=O)(c1ccc(F)cc1)N1CCN(c2nc3ccccc3s2)CC1
 : -0.1	-4	0	-1.1
- CCOc1ccc2nc(NC3=NCN(CCN4CCOCC4)CN3)nc(C)c2c1
 : -0.1	0	-2	0.8
- Cc1cccc(C)c1NC(=O)C(NC(=O)c1ccn[nH]1)c1ccccc1 (stereo unspecified)
 : -0.1	2	0	-0.4
